Pf growth 96h: Primary qHTS for delayed death inhibitors of the malarial parasite plastid, 96 hour incubation. P. falciparum luciferase reporter growth, 96 h. Potency, µM (top dose mostly 28.7 µM), without a hit: top-dose activity change, negative = inhibition, usual class: inhibitors. 320,000 tested, 6.9% active. AID 504834, 2011; also: potency is read from the fitted curve at half-maximal effect; % is scaled to controls: 0 for no effect and ±100 for the full control effect
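Readout is luminescence from an integrated firefly luciferase in P. falciparum. Red cells, 2% hematocrit and 0.05% parasitemia final, were cultured with compound through two parasite generations (96 hours) at 37 C, 5% CO2.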
Cycloheximide cs: Cycloheximide Counterscreen for Small Molecule Inhibitors of Shiga Toxin | cell reporter, cycloheximide protein synthesis inhibition counterscreen | max response, % | 300,000 tested, 12% active; in the data active = max response mostly above about 13%, no sharp cut-off; inactive = mostly below about 14%; also: read at 38.3 µM for the half of the compounds with a filed dose; 0% is about no effect
FBPA Giardia inh: qHTS Assay for Inhibitors of Fructose-1,6-bisphosphate Aldolase from Giardia Lamblia; purified Giardia FBPA; Potency, µM (doses to about 59.6 µM), for the others: top-dose activity, negative = inhibition, hits mostly inhibitors; 290,000 tested, 0.71% active; also: potency is read from the fitted curve at half-maximal effect; % is scaled to controls: 0 for no effect and ±100 for the full control effect; nearly all actives have a fitted effect of over 55% in size
Target sequence (A8B2U2 whole entry, looked up): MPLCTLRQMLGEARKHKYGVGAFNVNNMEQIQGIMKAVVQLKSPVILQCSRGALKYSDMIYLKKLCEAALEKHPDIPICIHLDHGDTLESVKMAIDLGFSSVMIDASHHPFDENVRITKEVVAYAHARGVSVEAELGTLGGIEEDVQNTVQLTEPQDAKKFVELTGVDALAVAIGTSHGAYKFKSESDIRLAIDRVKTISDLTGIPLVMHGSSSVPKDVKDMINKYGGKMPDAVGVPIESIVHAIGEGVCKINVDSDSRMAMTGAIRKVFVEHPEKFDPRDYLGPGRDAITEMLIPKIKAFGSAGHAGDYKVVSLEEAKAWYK
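40 nM FBPA preincubated 10 min at RT with compound (up to 57.5 uM final), then substrate plus GAPDH/TPI/NAD/arsenate coupling and diaphorase/resazurin added. Fluorescence read after 20 min at RT, 525/598 nm.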
Pf growth 48h: Primary qHTS for delayed death inhibitors of the malarial parasite plastid, 48 hour incubation | 310,000 tested, 5.9% active | P. falciparum luciferase growth in erythrocytes, 48 h | AID 504832, 2011 | Potency, µM (doses to about 28.7 µM), inactives show top-dose activity change, negative = inhibition, usual class: inhibitors; also: potency is read from the fitted curve at half-maximal effect; % is scaled to controls: 0 for no effect and ±100 for the full control effect
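Here the parasites carry a stable luciferase gene and grow inside erythrocytes in Albumax-based RPMI medium with compound for one erythrocytic cycle. Activity is scored as loss of luminescent signal.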
Sm TGR inh: qHTS Assay for the Inhibitors of Schistosoma Mansoni Peroxiredoxins. purified TGR, DTNB reduction, TNB absorbance 405 nm. Potency, µM (titrated, usually from 114 µM), for the others: at the top dose activity change, negative = inhibition, hits mostly inhibitors. 360,000 tested, 3% active. Schistosoma mansoni thioredoxin glutathione reductase (TGR), Q962Y6; also: potency is read from the fitted curve at half-maximal effect; % is scaled to controls: 0 for no effect and ±100 for the full control effect; nearly all actives have a fitted effect of over 60% in size
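TGR 20 nM + NADPH 100 uM (dispensed conc.), cpd preinc 15 min RT; start with NADPH (500 uM addition) then DTNB (15 mM addition). Kinetic TNB absorbance, 405 nm filter. Four-parameter Hill fit across titration.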
Shiga inhibitor: A qHTS for Small Molecule Inhibitors of Shiga Toxin | Vero cells, Shiga toxin protein synthesis inhibition reporter | inhibition, % at 38.7 µM | AID 2315, 2010 | 290,000 tested, 9.2% active; in the data active = inhibition mostly above about 28%, no sharp cut-off; inactive = mostly below about 43%; also: 0% is about no effect
* = called active by the depositor; ? = inconclusive; nt = not tested or not shown; & = joins results of further samples; [ ] = another dose, or the depositor's remark. Unless noted, calls follow the shape of the dose curve; as a rule, active = well fitted curve in the direction sought with a large enough effect; inconclusive = small, poorly fitted or top-dose-only effect, or another doubt; inactive = no such curve, though single readings can be large; an effect the other way counts as inactive or inconclusive.

1: Cc1c(N2C(=O)/C(=C/C3CC=CCC3)SC2=S)c(=O)n(-c2ccccc2)n1C (configuration not stated)
2: COc1ccc2c(C)c(C)c(=O)oc2c1OC
3: CO/N=C(\N)c1ccc([N+](=O)[O-])cc1
4: O=C(CCCOc1ccc(Cl)cc1Cl)NCCCO
5: CCCCc1nnc(NC(=O)CN2C(=O)c3ccccc3C2=O)s1
6: CCN(CC)C(=O)C12CC3CC(CC(Cl)(C3)C1)C2
7: CC(=O)c1cccc(NC(=O)CN2CCc3cc4c(cc3C2C)OCCCO4)c1 (configuration not stated)
8: CCc1nnc(NC(=O)CN2C(=O)c3ccccc3S2(=O)=O)s1

Screen / compound no.	1	2	3	4	5	6	7	8
Pf growth 96h	-4%	13%	?	?	48%[activator]	?	?	nt
Cycloheximide cs	-4	-1	0	12	-2	-6	-2	-1
FBPA Giardia inh	?	4%	-1%	6%	-4%	-1%	-4%	-7%
Pf growth 48h	-15%	-3%	1%	13%	-3%	13%	?	9%
Sm TGR inh	7.9µM*	-14%	?	-4%	-4%	-4%	?	-1%
Shiga inhibitor	-12	3	-2	-20	-15	-9	11	-3

Two compounds from above with just Pf growth 48h and Sm TGR inh:
# | smiles | Pf growth 48h | Sm TGR inh
2 | COc1ccc2c(C)c(C)c(=O)oc2c1OC | -3% | -14%
3 | CO/N=C(\N)c1ccc([N+](=O)[O-])cc1 | 1% | ?

Quoted at random: 4 records from the list.
4: O=C(CCCOc1ccc(Cl)cc1Cl)NCCCO
8: CCc1nnc(NC(=O)CN2C(=O)c3ccccc3S2(=O)=O)s1
7: CC(=O)c1cccc(NC(=O)CN2CCc3cc4c(cc3C2C)OCCCO4)c1 (configuration not stated)
2: COc1ccc2c(C)c(C)c(=O)oc2c1OC

Screen / compound no.	4	8	7	2
Pf growth 96h	?	nt	?	13%
Cycloheximide cs	12	-1	-2	-1
FBPA Giardia inh	6%	-7%	-4%	4%
Pf growth 48h	13%	9%	?	-3%
Sm TGR inh	-4%	-1%	?	-14%
Shiga inhibitor	-20	-3	11	3

Going on with the list:
9: COc1ccccc1C(O)(C(=O)NNc1cccc(C)c1)c1ccccc1OC
10: COc1ccc(-n2nnnc2CNC(=O)C2CC(=O)N(c3ccc(Cl)cc3)C2)cc1 (configuration not stated)
11: O=C(c1cc(COc2ccccc2)on1)N1CCCC(CN2CCOCC2)C1 (configuration not stated)
12: CC1CN(c2nc3c(c(=O)n(C)c(=O)n3C)n2Cc2c(F)cccc2Cl)CC(C)O1 (configuration not stated)
13: CC(=O)c1ccc(NC(=O)c2onc(C)c2Cl)cc1
14: COc1ccc(C(=O)NCCN2CCCC2)cc1
15: Cc1ccc2cc(C)c3nnc(SCC(=O)NCc4ccco4)n3c2c1
16: COc1ccc(C(O)P(=O)(OC2CCCCC2)c2ccc(N(C)C)cc2)cc1OC (configuration not stated)

Screen / compound no.	9	10	11	12	13	14	15	16
Pf growth 96h	2.6µM*	13%	-16%	?	47%[activator]	14%	-17%	?
Cycloheximide cs	-1	nt	26*	-6	39*	0	-4	-5
FBPA Giardia inh	1%	nt	nt	5%	-3%	?	0%	-3%
Pf growth 48h	21%	0%	-4%	?	142%[activator]	14%	?	?
Sm TGR inh	-10%	17%	-34%	2%	14%	46%[activator]	0%	-19%
Shiga inhibitor	-10	nt	31*	-9	96*	-13	3	-8

17: COc1ccc([C@@H]2C(C#N)=C(N)S[C@@H](c3ccccc3)[C@@H]2[N+](=O)[O-])cc1
18: CC(C(=O)Nc1ncc2c(n1)CC(C)(C)CC2=O)N1C(=O)c2ccccc2C1=O (configuration not stated)
19: Cc1ccc(CSc2ccc(S(=O)(=O)N3CCOCC3)cn2)cc1
20: CCOC(=O)c1ccccc1NC(=O)CN(c1ccccc1OC)S(C)(=O)=O
21: Cc1cc(C(=O)NCC(C)C)c2ccccc2n1
22: Cc1ccc(C(=O)OCC(=O)c2c(N)n(C)c(=O)n(C)c2=O)cc1S(=O)(=O)N1CCCCC1
23: O=C(N/N=C/c1coc2ccc(Cl)cc2c1=O)c1ccncc1
24: CCOc1ccc(-c2cc(C(=O)NCCCN3CCN(CC)CC3)c3ccccc3n2)cc1

Screen / compound no.	17	18	19	20	21	22	23	24
Pf growth 96h	1%	-4%	?	?	nt	?	36%[activator]	?
Cycloheximide cs	5	-7	nt	1	6	-3	-3	24
FBPA Giardia inh	0%	3%	nt	6%	1%	-7%	14%	3%
Pf growth 48h	-2%	10%	?	?	-4%	?	15%	?
Sm TGR inh	-20%	0%	0%	-1%	3%	2%	?	-15%
Shiga inhibitor	-6	5	nt	-19	16	-3	-7	40

25: COc1ccccc1CNC(=O)c1cc2sccc2n1C
26: O=C(NC1CCCCC1)C(c1cc2c(cc1[N+](=O)[O-])OCO2)N1CCCCC1 (configuration not stated)
27: CCOc1ccc(NC(=O)CCC(=O)NNC(=O)Nc2ccc(Cl)cc2)cc1
28: C/C=C/c1ccc(OCC(=O)OCC(=O)Nc2c(C)nn(-c3ccccc3)c2C)c(OC)c1
29: COc1cccc2c(=O)cc(C)n(CC(=O)Nc3ccccc3C)c12
30: CN(C)c1nnnn1-c1ccc(OC(F)(F)F)cc1
31: Cc1cccc(NC(=O)Cn2ccn(-c3ccc4c(c3)OCCO4)c(=O)c2=O)c1
32: COc1ccc(-c2nn3c(-c4ccccn4)nnc3s2)cc1OC

Screen / compound no.	25	26	27	28	29	30	31	32
Pf growth 96h	nt	13µM*	32%[activator]	10%	-53%	0%	10%	?
Cycloheximide cs	11	16	4	nt	-3	2	nt	1
FBPA Giardia inh	6%	-22%	4%	nt	5%	7%	nt	15%
Pf growth 48h	7%	?	13%	2%	nt	-15%	-2%	?
Sm TGR inh	8%	-9%	nt	-8%	-18%	51%[activator]	4%	-6%
Shiga inhibitor	27	54*	42	nt	-3	1	nt	1

33: O=C(C1CCCN(Cc2nc(-c3ccc(Cl)cc3)no2)C1)N1CCOCC1 (configuration not stated)
34: C=CCOc1ccc2oc(=O)cc(C)c2c1
35: CS(=O)(=O)c1ccc(S(=O)CC(=O)Oc2ccc(Cl)cc2)c([N+](=O)[O-])c1 (configuration not stated)
36: O=C(CCCCCNC(=O)N1CCn2c1nc1ccccc12)N[C@H](C(=O)O)c1ccccc1
37: CCOC(=O)c1cccc(NC(=O)CSc2nnc(C3CCCCC3)n2C)c1
38: O=C(CC1CCCC1)Nc1cccc(Br)c1
39: CCOc1ccc(/C=N/NC(=O)c2cc(-c3ccccc3)nc3ccccc23)cc1O
40: CCn1c(SC(C)C(=O)N2CCOCC2)nc2sc(C)c(C)c2c1=O (configuration not stated)

Screen / compound no.	33	34	35	36	37	38	39	40
Pf growth 96h	?	?	-11%	24%	?	-14%	0%	-12%
Cycloheximide cs	12	9	-1	-1	-1	17*	9	nt
FBPA Giardia inh	1%	-10%	-27%	-10%	-7%	nt	5%	nt
Pf growth 48h	12%	17%	?	5%	-16%	3%	43%[activator]	?
Sm TGR inh	0%	0%	1.6µM*	14%	-1%	7%	-7%	1%
Shiga inhibitor	34	11	24	2	2	56*	-4	nt

41: Cn1c(=O)c2c(=O)cc(N)[nH]c2n(C)c1=O
42: COc1ccc(CCNC(=O)CSc2cn(Cc3cccc(C)c3)c3ccccc23)cc1OC
43: COC(=O)c1c(C)c2c(C)cc3ccccn3c-2c1C(=O)OC
44: O=C(Nc1ccc(S(=O)(=O)Nc2ncccn2)cc1)c1cccc(Br)c1
45: CN(Cc1ccccc1)C(=O)c1nc2ccccn2c1CNCCn1cccn1
46: Cc1cccc(CCNC(=O)C2CCC(=O)N(Cc3ccc(Cl)cc3)C2)n1 (configuration not stated)
47: CN1C=CC=C/C1=C1/N=C(c2ccccc2)OC1=O
48: CCCc1nn(C)c(C(=O)Nc2ccc(CC)cc2)c1Cl

Screen / compound no.	41	42	43	44	45	46	47	48
Pf growth 96h	30%[activator]	9.3µM*	nt	28%	?	42%[activator]	30%	5%
Cycloheximide cs	0	-4	1	-1	11	0	-3	17
FBPA Giardia inh	?	2%	-19%	-14%	14%	nt	-6%	3%
Pf growth 48h	34%[activator]	?	8%	8%	?	-11%	0%	12%
Sm TGR inh	?	1%	1%	?	-23%	0%	-13%	-10%
Shiga inhibitor	-2	-5	-5	3	6	17	-4	35*

49: O=C(N/N=C\c1ccc2c(c1)OCO2)c1ccc(Cn2cc(Br)c([N+](=O)[O-])n2)o1
50: O=C(COC(=O)c1ccccc1NC(=O)c1ccco1)NCC1CCCCC1
51: COc1ccc(CN(C(=O)c2cc(=O)c3ccccc3o2)C2CCS(=O)(=O)C2)cc1OC (configuration not stated)
52: CNC(=O)c1ccc(OC2CSC2)cc1
53: CCOC(=O)CSc1nn(C)c(=S)s1
54: Oc1ccc(CCc2n[nH]c(=S)n2-c2ccc(F)cc2)cc1
55: Cc1ccccc1-n1c(N)cc(=O)[nH]c1=S
56: O=CN1CCN(CC(O)Cn2c3ccccc3c3ccccc32)CC1 (configuration not stated)

Screen / compound no.	49	50	51	52	53	54	55	56
Pf growth 96h	?	?	-24%	31%[activator]	?	-1%	234%[activator]	?
Cycloheximide cs	9	0	-2	14	-5	1	-3	2
FBPA Giardia inh	-1%	-1%	0%	12%	1%	0%	-2%	-8%
Pf growth 48h	?	nt	9%	9%	7%	-5%	10%	-23%
Sm TGR inh	0%	-11%	3%&5%	2%	-19%	-3%	-6%	9%
Shiga inhibitor	29	18	-5	-2	5	-4	-21	-5

57: O=C(c1ccc(NC2=NC3CS(=O)(=O)CC3S2)cc1)N1CCc2ccccc2C1 (configuration not stated)
58: CCOC(=O)c1oc2ccc(/C=N/O)c(Cl)c2c1C
59: c1ccc(OCCOCCN2CCN(C(c3ccccc3)c3ccccc3)CC2)cc1
60: Cc1cccn2c(=O)c(C=O)c(N3CCCCC3)nc12
61: COc1ccc(C(=S)N2CCCCC2)cc1Br
62: COc1ccccc1CNC(=O)c1oc2ccc(S(=O)(=O)N3CCCC3)cc2c1C
63: O=C(NCCSc1c[nH]c2ccccc12)c1ccco1
64: CCOc1cc(C)c(C(C)C)cc1S(=O)(=O)NCc1ccccn1

Screen / compound no.	57	58	59	60	61	62	63	64
Pf growth 96h	?	23%	-23%	0%	16%	209%[activator]	?	nt
Cycloheximide cs	0	29*	-3	-1	1	9	-3	-3
FBPA Giardia inh	-3%	7%	-14%	19%	20%	5%	0%	1%
Pf growth 48h	-14%	77%[activator]	?	-6%	-10%	2.9µM*	-3%	-18%
Sm TGR inh	-2%	nt	-1%	-15%	nt	10%	3%	0%
Shiga inhibitor	15	37	3	-10	11	12	-4	19

65: O=C(NCC(c1ccco1)N1CCc2ccccc2C1)c1ccc(Cl)cc1 (configuration not stated)
66: CC(=O)C1=C(C)NC(SCC(=O)c2ccc(Cl)cc2)=C(C#N)C1c1ccco1 (configuration not stated)
67: c1ccc(N2CCN(c3nc(-c4cccs4)nc4ccccc34)CC2)cc1
68: CC(=O)C1=C(O)C(=O)N(Cc2cccnc2)C1c1ccccc1 (configuration not stated)
69: Cn1ccs/c1=N\C(=O)Nc1cccc(C(F)(F)F)c1
70: O=C(CCC1CCCC1)Nc1ccc([N+](=O)[O-])cn1

Screen / compound no.	65	66	67	68	69	70
Pf growth 96h	-4%	?	0%	-9%	0%	9%
Cycloheximide cs	nt	-1	-1	3	28*	35*
FBPA Giardia inh	nt	?	-7%	-3%	2%	9%
Pf growth 48h	?	?	?	9%	37%[activator]	92%[activator]
Sm TGR inh	-32%	0%	-2%	-26%	-1%	2%
Shiga inhibitor	nt	35	-10	9	69*	54*
